GPR55 activation – GPR55 agonists via beta-arrestin recruitment, primary screen, imaging, U2OS cells, beta-arrestin-GFP redistribution (AID 1961) | 0.048% of 290,000 active | G-protein coupled receptor 55 (Homo sapiens) | activation, % at 10 µM, or EC50 in µM where a hit was titrated | U2OS GPR55 beta-arrestin-GFP redistribution imaging; higher % means a stronger effect;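 active means activation above 40% with more than 50 cells counted in the well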;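 further: U2OS osteosarcoma cells stably expressing GPR55 and beta-arrestin-GFP; plate controls were DMSO negative control for no effect and LPI positive control for full effect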
P. falciparum M1AAP – P. falciparum M1AAP inhibitors, biochemical, fluorogenic H-Leu-NHMec substrate, 1536-well (AID 1445); Aminopeptidase N (Plasmodium falciparum (isolate 3D7)); recombinant M1AAP, H-Leu-NHMec fluorogenic kinetic assay; higher % means a stronger effect; inhibition, % at 30 µM, or IC50 in µM where a hit was titrated; 0.42% of 220,000 active;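 active means primary inhibition above the hit cutoff, then over 50% inhibition at one or more dose response concentrations, cut at about 23% in these data, passing the limit was not always enough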;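 further: plate controls were DMSO full reaction for no effect and no enzyme background for full effect; strong numbers were not always called active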
M17LAP inhibition – P. falciparum M17LAP inhibitors, primary screen, biochemical, fluorogenic H-Leu-NHMec substrate, 1536-well (AID 1619) | Leucine aminopeptidase (Plasmodium falciparum (isolate 3D7)) | recombinant M17LAP, H-Leu-NHMec fluorogenic kinetic assay; higher % means a stronger effect | inhibition, % at 30 µM; hits with a dose series show IC50 in µM | 0.38% of 220,000 active;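 active means compound inhibiting the enzyme by more than half at any dose during confirmatory dose-response retesting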;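 further: plate controls were full reaction with DMSO carrier for no effect and no enzyme background for full effect; strong numbers were not always called active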
KOR beta-arrestin-1 – KOR agonists, beta-arrestin recruitment, primary screen, cell-based, luminescence, uHTS (AID 1777). 0.02% of 280,000 active. activation, % at 10 µM; hits with a dose series show EC50 in µM. Kappa-type opioid receptor (Homo sapiens). KOR beta-arrestin recruitment, luminescence; higher % means a stronger effect; in the data active means activation above about 50%, passing the limit was not always enough; further: a part of the inactive calls stands beside numbers as strong as those of hits
AID2073 – inhibitors of Mint1-CaV2.2 protein interaction, biochemical, HTRF (AID 2073); Voltage-dependent N-type calcium channel subunit alpha-1B (Homo sapiens); HTRF protein-protein interaction, Mint1-CaV2.2; higher % means a stronger effect; inhibition, % at 20 µM, or IC50 in µM where a hit was titrated; 0.19% of 290,000 active; in the data active means inhibition mostly above about 51%, no sharp cut-off; further: some results filed as inactive read as strong as hits
Dynein transport – inhibitors of GR-EGFP nuclear translocation, primary screen, dynein cargo transport inhibitor project, imaging, high-content, 3617.4 mouse cells; z-score, hits read low; AID 1381, 2008; 0.47% of 220,000 active; test concentration mostly 20 µM; stimulated with dexamethasone, 1 µM; stronger effect = lower value;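 active means plate z-score of nuclear minus cytoplasmic receptor signal below a set negative limit, without overly bright fluorescence or cell loss, cut at about -3.5 in these data, passing the limit was not always enough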;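 further: z-score of nuclear minus cytoplasmic ring GR-EGFP intensity difference per well; some compounds called inactive have numbers as strong as hits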
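Buffer or medium: tet-free medium with charcoal-stripped serum / Also added: dexamethasone agonist, 1.0 µM final, for 30 min / Timing: induction 48 h, compound 1 h, agonist 30 min / Measured by: high-content fluorescence imaging after fixation / Read-out: nuclear-to-cytoplasmic GR-EGFP distribution per well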
NOD1 NF-kB reporter – NOD1 signaling inhibitors, primary screen, cell-based, luminescence, uHTS (AID 1578); 1% of 290,000 active; NOD1-driven NF-kB luciferase reporter cells, luminescence; higher % means a stronger effect; inhibition, % at 4 µM; hits with a dose series show EC50 in µM; in the data active means inhibition mostly above about 36%, no sharp cut-off; inactive means mostly below about 34%;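 further: HEK-293T reporter cells stimulated with the NOD1 agonist gamma-tri-DAP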
HEK293 NOD2/NF-kB – NOD2 signaling inhibitors, cell-based, luminescence, uHTS, HEK293 (AID 1566) | HEK293 NOD2/NF-kB luciferase reporter, luminescence; higher % means a stronger effect | inhibition, % at 4 µM; hits with a dose series show EC50 in µM | 0.63% of 290,000 active; further: many of its hits are not listed in these tables
KOR beta-arrestin-2 – KOR antagonists, beta-arrestin recruitment, cell-based, luminescence, uHTS (AID 1778); Kappa-type opioid receptor (Homo sapiens); KOR beta-arrestin recruitment, luminescence, antagonist mode; higher % means a stronger effect; one-dose inhibition, % at 10 µM; IC50 in µM for titrated hits; 0.091% of 290,000 active; further: strong numbers were not always called active
Dynein transport cytoplasmic EGFP – also measured in Dynein transport; calls as there; z-score; measured here: cytoplasmic GR-EGFP intensity; stronger effect = higher value
Dynein transport nuclear GR-EGFP – also measured in Dynein transport; calls as there; z-score; measured here: nuclear GR-EGFP intensity;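 lower value marks the stronger effect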
Dynein transport cell count – further read-out of Dynein transport, marked with its call; z-score; measured here: cell count per field
The depositor's hits bear a star; [ ] = dose if it differs, or a comment. Unless noted, no stated cut-off is given here; in the data, active means inhibition above about 50%; inactive means the rest.

How did COc1cccc(NC(=O)c2nc3ncccn3n2)c1 do in these assays?
GPR55 activation: -0.2%; P. falciparum M1AAP: 15%; M17LAP inhibition: 3%; KOR beta-arrestin-1: 0.6%; AID2073: -1%; Dynein transport: 0.2; NOD1 NF-kB reporter: -22%; HEK293 NOD2/NF-kB: -22%; KOR beta-arrestin-2: -54%; Dynein transport cytoplasmic EGFP: 0.019; Dynein transport nuclear GR-EGFP: 0.52; Dynein transport cell count: 0.26

What do the screens show for `CCOC(=O)c1c(C)oc(/N=C/c2ccccc2O)c1C#N`?
GPR55 activation: -0.2%; P. falciparum M1AAP: 4%; M17LAP inhibition: -4%; KOR beta-arrestin-1: -1.2%; AID2073: 11%; Dynein transport: 0.21; NOD1 NF-kB reporter: 7%; HEK293 NOD2/NF-kB: -2%; KOR beta-arrestin-2: 3%; Dynein transport cytoplasmic EGFP: -0.093; Dynein transport nuclear GR-EGFP: 0.82; Dynein transport cell count: 0.085

How did O=C(CSc1nnc(-c2cc(-c3cccs3)nc3ccccc23)o1)NC1CCCCC1 do in these assays?
GPR55 activation: -0.1%; P. falciparum M1AAP: 0%; M17LAP inhibition: -12%; KOR beta-arrestin-1: 1.8%; AID2073: 32%; Dynein transport: 0.7; NOD1 NF-kB reporter: 12%; HEK293 NOD2/NF-kB: 16%; KOR beta-arrestin-2: -8%; Dynein transport cytoplasmic EGFP: -0.15; Dynein transport nuclear GR-EGFP: 0.19; Dynein transport cell count: 1.4

What do the screens show for `Cc1c(Cc2ccccc2)c(=O)oc2c(C)c(OC(C)C(=O)NCC3CCC(C(=O)O)CC3)ccc12` (centres undefined)?
GPR55 activation: 0.4%; KOR beta-arrestin-1: -0.7%; AID2073: 8%; NOD1 NF-kB reporter: -2%; HEK293 NOD2/NF-kB: -9%; KOR beta-arrestin-2: -65%[20 µM]

How did COc1ccc2c(c1)cc1c(=O)n(CC(=O)NC(C)CCc3ccccc3)nc(C)n12 (centres undefined) do in these assays?
GPR55 activation: -0.2%; KOR beta-arrestin-1: 1.1%; AID2073: 16%; NOD1 NF-kB reporter: -24%; HEK293 NOD2/NF-kB: -10%; KOR beta-arrestin-2: -35%

How did COC(=O)c1ccc(Oc2coc3cc(OCc4cnn(-c5ccccc5)c4)ccc3c2=O)cc1 do in these assays?
GPR55 activation: 0.3%; P. falciparum M1AAP: 1%; M17LAP inhibition: 0%; KOR beta-arrestin-1: -1.6%; AID2073: 20%; Dynein transport: 1.1; NOD1 NF-kB reporter: 13%; HEK293 NOD2/NF-kB: 32%; KOR beta-arrestin-2: -183%; Dynein transport cytoplasmic EGFP: -0.21; Dynein transport nuclear GR-EGFP: 0.84; Dynein transport cell count: 0.26

How did OC(CNC1Cc2ccccc2C1)COc1ccc(F)cc1 (centres undefined) do in these assays?
GPR55 activation: 0.8%; P. falciparum M1AAP: 2%; M17LAP inhibition: 1%; KOR beta-arrestin-1: 14%; AID2073: 6%; Dynein transport: 1.4; NOD1 NF-kB reporter: -5%; HEK293 NOD2/NF-kB: 8%; KOR beta-arrestin-2: -13%; Dynein transport cytoplasmic EGFP: -0.16; Dynein transport nuclear GR-EGFP: 1.4; Dynein transport cell count: -1.5

Results for Cc1ccc(CNC(=O)C2CCCN2C(=O)Nc2ccccc2)cc1 (centres undefined) ?
GPR55 activation: -0.1%; KOR beta-arrestin-1: 1.8%; AID2073: 7%; NOD1 NF-kB reporter: -6%; HEK293 NOD2/NF-kB: 0%; KOR beta-arrestin-2: -2%

Results for COc1ccc(Cl)cc1Nc1nc(N)nc(C(F)(F)F)n1 ?
GPR55 activation: 0.1%; P. falciparum M1AAP: 1%; M17LAP inhibition: 1%; KOR beta-arrestin-1: -1.5%; AID2073: 6%; Dynein transport: 0.13; NOD1 NF-kB reporter: 4%; HEK293 NOD2/NF-kB: 20%; KOR beta-arrestin-2: -2%; Dynein transport cytoplasmic EGFP: -0.23; Dynein transport nuclear GR-EGFP: -0.78; Dynein transport cell count: -0.22

Results for CCOC(=O)N1CCN(c2cc(=O)n(-c3ccc(OC)cc3)c(=O)[nH]2)CC1 ?
GPR55 activation: -0.1%; P. falciparum M1AAP: 0%; M17LAP inhibition: -3%; KOR beta-arrestin-1: -2.9%; AID2073: -2%; Dynein transport: 0.44; NOD1 NF-kB reporter: -27%; HEK293 NOD2/NF-kB: -6%; KOR beta-arrestin-2: 14%; Dynein transport cytoplasmic EGFP: -0.15; Dynein transport nuclear GR-EGFP: 0.59; Dynein transport cell count: 0.21

What do the screens show for `COC(=O)c1cn(NC(=O)c2ccc(OC)c([N+](=O)[O-])c2)c(=O)c2ccccc12`?
GPR55 activation: -0.3%; P. falciparum M1AAP: 3%; M17LAP inhibition: 3%; KOR beta-arrestin-1: -4.3%; AID2073: -1%; Dynein transport: 0.073; NOD1 NF-kB reporter: 12%; HEK293 NOD2/NF-kB: 7%; KOR beta-arrestin-2: 44%; Dynein transport cytoplasmic EGFP: -0.24; Dynein transport nuclear GR-EGFP: 0.32; Dynein transport cell count: -0.029

Results for CCCc1cc(C(=O)Nc2cc(OC)ccc2OC)cs1 ?
GPR55 activation: 0.4%; KOR beta-arrestin-1: 3.0%; AID2073: 1%; NOD1 NF-kB reporter: -56%; HEK293 NOD2/NF-kB: -13%; KOR beta-arrestin-2: 0%

Reprinted from the part before: 2 entries, then new ones.
What do the screens show for `COC(=O)c1cn(NC(=O)c2ccc(OC)c([N+](=O)[O-])c2)c(=O)c2ccccc12`?
GPR55 activation: -0.3%; P. falciparum M1AAP: 3%; M17LAP inhibition: 3%; KOR beta-arrestin-1: -4.3%; AID2073: -1%; Dynein transport: 0.073; NOD1 NF-kB reporter: 12%; HEK293 NOD2/NF-kB: 7%; KOR beta-arrestin-2: 44%; Dynein transport cytoplasmic EGFP: -0.24; Dynein transport nuclear GR-EGFP: 0.32; Dynein transport cell count: -0.029

Results for CCCc1cc(C(=O)Nc2cc(OC)ccc2OC)cs1 ?
GPR55 activation: 0.4%; KOR beta-arrestin-1: 3.0%; AID2073: 1%; NOD1 NF-kB reporter: -56%; HEK293 NOD2/NF-kB: -13%; KOR beta-arrestin-2: 0%

What do the screens show for `COCCc1ncc(CN2CCCCC2C(=O)Nc2ccc(Oc3ccccc3)nc2)cn1` (centres undefined)?
GPR55 activation: 0.0%; KOR beta-arrestin-1: 0.3%; AID2073: 4%; NOD1 NF-kB reporter: -24%; HEK293 NOD2/NF-kB: -13%; KOR beta-arrestin-2: 7%

How did Cc1ccc(CNS(=O)(=O)N(C)C)cc1 do in these assays?
GPR55 activation: 0.2%; P. falciparum M1AAP: 2%; M17LAP inhibition: -3%; KOR beta-arrestin-1: -0.6%; AID2073: -4%; Dynein transport: -0.88; NOD1 NF-kB reporter: 7%; HEK293 NOD2/NF-kB: 12%; KOR beta-arrestin-2: -35%; Dynein transport cytoplasmic EGFP: -0.28; Dynein transport nuclear GR-EGFP: -0.53; Dynein transport cell count: 2.6

What do the screens show for `CCCn1c(SCC(=O)N2CCCC2)nc2c1c(=O)n(C)c(=O)n2C`?
GPR55 activation: 0.6%; P. falciparum M1AAP: -2%; M17LAP inhibition: 7%; KOR beta-arrestin-1: -13%; AID2073: 5%; Dynein transport: 1.5; NOD1 NF-kB reporter: 4%; HEK293 NOD2/NF-kB: 9%; KOR beta-arrestin-2: -17%; Dynein transport cytoplasmic EGFP: -0.045; Dynein transport nuclear GR-EGFP: 0.86; Dynein transport cell count: 0.017

How did Cc1c(Cl)cccc1-n1c(-c2cccnc2)n[nH]c1=S do in these assays?
GPR55 activation: -0.1%; P. falciparum M1AAP: 5%; M17LAP inhibition: 0%; KOR beta-arrestin-1: -5.8%; AID2073: -6%; Dynein transport: -0.3; NOD1 NF-kB reporter: -3%; HEK293 NOD2/NF-kB: 6%; KOR beta-arrestin-2: 8%[20 µM]; Dynein transport cytoplasmic EGFP: -0.24; Dynein transport nuclear GR-EGFP: 0.046; Dynein transport cell count: 0.32

What do the screens show for `Cc1c(C(=O)N2CCCCCC2)c(S(=O)(=O)Nc2cccc(F)c2)c(C)n1C`?
GPR55 activation: -0.1%; KOR beta-arrestin-1: -0.5%; AID2073: -3%; NOD1 NF-kB reporter: -26%; HEK293 NOD2/NF-kB: 5%; KOR beta-arrestin-2: -12%

What do the screens show for `CC1(C)Cc2c(sc(NC(=O)c3ccccc3Cl)c2C(=O)O)CO1`?
GPR55 activation: -0.1%; P. falciparum M1AAP: 8%; M17LAP inhibition: 23%; AID2073: -7%; Dynein transport: -1.3; NOD1 NF-kB reporter: 28%; HEK293 NOD2/NF-kB: -12%; KOR beta-arrestin-2: -9%[20 µM]; Dynein transport cytoplasmic EGFP: -0.3; Dynein transport nuclear GR-EGFP: -0.48; Dynein transport cell count: 0.62

Results for CN(C)c1ccc(C(c2nnnn2CCOC(=O)Nc2ccc(Cl)cc2)N2CCOCC2)cc1 (centres undefined) ?
GPR55 activation: -0.1%; P. falciparum M1AAP: 8%; M17LAP inhibition: -1%; KOR beta-arrestin-1: -1.3%; AID2073: -49%; Dynein transport: 0.066; NOD1 NF-kB reporter: 15%; HEK293 NOD2/NF-kB: 7%; KOR beta-arrestin-2: -56%; Dynein transport cytoplasmic EGFP: -0.32; Dynein transport nuclear GR-EGFP: 0.25; Dynein transport cell count: -0.0049

Results for O=C(COC(=O)C1COc2ccccc2O1)Nc1cccc(S(=O)(=O)N2CCCCC2)c1 (centres undefined) ?
GPR55 activation: -0.2%; P. falciparum M1AAP: -4%; M17LAP inhibition: -4%; KOR beta-arrestin-1: -3.1%; AID2073: 6%; Dynein transport: 1.9; NOD1 NF-kB reporter: -21%; HEK293 NOD2/NF-kB: 4%; KOR beta-arrestin-2: 21%; Dynein transport cytoplasmic EGFP: -0.13; Dynein transport nuclear GR-EGFP: 0.66; Dynein transport cell count: -1.5

Assay outcomes deposited in PubChem BioAssay by several laboratories.

An excerpt. The share of hits here may be higher or lower than overall.
